Screening results as filed in PubChem BioAssay.
M5 ag: CHRM5 agonism in calcium assay. CHO-K1 hM5 cells, Fluo-8 calcium fluorescence; 0% DMSO wells, 100% maximal acetylcholine response. 360,000 compounds, 0.19% hits. activation, % at 3 µM. P08912;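 active = activation above the run's mean over test compounds plus 3 SD, cut at about 23% in these data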;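 also: signal is peak over basal fluorescence ratio across the kinetic read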
Target sequence (P08912 whole entry, looked up): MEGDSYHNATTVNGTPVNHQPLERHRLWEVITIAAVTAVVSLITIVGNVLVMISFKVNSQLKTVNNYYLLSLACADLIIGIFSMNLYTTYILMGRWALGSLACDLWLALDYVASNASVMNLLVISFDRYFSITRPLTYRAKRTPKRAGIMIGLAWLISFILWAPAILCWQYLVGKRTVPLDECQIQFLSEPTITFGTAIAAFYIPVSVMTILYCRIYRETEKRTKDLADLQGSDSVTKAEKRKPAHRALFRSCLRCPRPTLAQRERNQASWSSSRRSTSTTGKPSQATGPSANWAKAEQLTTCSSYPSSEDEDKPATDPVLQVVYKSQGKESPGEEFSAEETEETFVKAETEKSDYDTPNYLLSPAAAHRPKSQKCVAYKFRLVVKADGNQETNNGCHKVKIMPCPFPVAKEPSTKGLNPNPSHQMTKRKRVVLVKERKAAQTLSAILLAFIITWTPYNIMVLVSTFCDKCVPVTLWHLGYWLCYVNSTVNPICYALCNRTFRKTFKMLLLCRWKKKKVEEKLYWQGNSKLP
M4 ag: agonists of human muscarinic M4 receptor (CHRM4) | P08173 | CHO-K1 hM4/Gqi5, Fluo-8 calcium fluorescence; vehicle 0%, full acetylcholine response 100% | activation, % at 3 µM | 360,000 compounds, 0.14% hits;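 active = activation above the run mean over all test wells plus 3 SD, cut at about 32% in these data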;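 also: peak over basal fluorescence ratio per well then scaled between controls; 0% = DMSO wells and 100% = acetylcholine at EC100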
Target sequence (P08173 whole entry, looked up): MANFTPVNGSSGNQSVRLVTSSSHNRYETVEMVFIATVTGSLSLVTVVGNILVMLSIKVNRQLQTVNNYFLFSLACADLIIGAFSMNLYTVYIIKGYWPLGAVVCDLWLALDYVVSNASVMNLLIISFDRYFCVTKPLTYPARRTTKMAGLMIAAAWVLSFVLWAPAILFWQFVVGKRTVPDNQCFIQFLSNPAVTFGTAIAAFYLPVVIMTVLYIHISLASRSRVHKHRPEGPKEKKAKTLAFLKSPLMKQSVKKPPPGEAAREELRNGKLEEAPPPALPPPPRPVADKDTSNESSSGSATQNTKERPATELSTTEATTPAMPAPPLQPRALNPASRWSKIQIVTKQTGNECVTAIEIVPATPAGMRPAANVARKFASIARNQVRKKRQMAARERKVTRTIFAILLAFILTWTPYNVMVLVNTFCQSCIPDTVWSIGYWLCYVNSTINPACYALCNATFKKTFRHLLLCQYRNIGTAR
CHRM4 PAM: positive allosteric modulators of human muscarinic M4 receptor. P08173. CHO-K1 hM4/Gqi5, Fluo-8 calcium fluorescence, ACh EC20; 0% = ACh EC20, 100% = maximal ACh. activation, % at 3 µM. 360,000 compounds, 0.4% hits;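 active = activation above its plate's cutoff, the mean activation of sample wells plus 3 SD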; also: some results filed as inactive read as strong as hits
M4 antag: antagonists of human muscarinic M4 receptor (CHRM4). P08173. CHO-hM4 cells, ACh EC80, Fluo-8 calcium fluorescence. inhibition, % at 3 µM. 360,000 compounds, 0.73% hits;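 active = inhibition above its plate's cutoff, the mean inhibition of sample wells plus 3 SD, cut at about 27% in these data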;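 also: 0% = acetylcholine EC80 with DMSO and 100% = DMSO without agonist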
CHRM5 PAM: positive allosteric modulators of human muscarinic M5 receptor | P08912 | CHO-K1 hM5, Fluo-8 calcium, ACh EC20 PAM; 0% = ACh EC20, 100% = ACh EC100 | activation, % at 3 µM | 360,000 compounds, 0.3% hits | AID 624038;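 active = activation above the run cutoff, the mean activation of all test compounds plus 3 SD, cut at about 18% in these data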
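Replicates: One well per compound, no replicates | System: Human M5 receptor in CHO-K1 cells | Benchmarks: Low control EC20 acetylcholine (0%), high control EC100 acetylcholine (100%) | Probe or stimulus: Acetylcholine, EC20 level | Times: Fluo-8 loading 80 min at 37 °C plus 30 min room temperature | Signal: Intracellular calcium via Fluo-8 fluorescence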
CHO-K1 Ca ag: nonselective activator or artifact in parental CHO-K1 cells | Fluo-8 calcium fluorescence; scaled to maximal ATP response, vehicle zero | activation, % at 3 µM | 360,000 compounds, 0.48% hits | AID 602248; in the data active = activation above about 15%;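 also: untransfected CHO-K1 host cells lacking M1 receptor as counterscreen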
CHRM5 antagonist: antagonists of human muscarinic M5 receptor (CHRM5); CHO-hM5 cells, Fluo-8 calcium fluorescence, ACh EC80; inhibition, % at 3 µM; 360,000 compounds, 0.59% hits;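 active = inhibition above a per-plate cutoff, the mean of that plate's test compounds plus 3 SD, cut at about 27% in these data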;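 also: 0% = acetylcholine EC80 with DMSO and 100% = DMSO without agonist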
CHO-K1 Ca PAM: M1 PAM counterscreen hit in parental CHO-K1 cells. activation, % at 3 µM. 360,000 compounds, 0.02% hits. ATP EC20, Fluo-8 calcium fluorescence; 0% at ATP EC20, 100% at ATP max. AID 602247;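 active = activation above the run cutoff, the mean activation of all test compounds plus 3 SD, cut at about 40% in these data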;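 also: peak over basal fluorescence ratio in a 140 s read after ATP addition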
CHO-K1 Ca antag: counter-screen for M1 antagonists: effect in parental CHO-K1 cells; 360,000 compounds, 0.6% hits; AID 602250; ATP-induced calcium, Fluo-8 fluorescence; inhibition, % at 3 µM;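 active = inhibition above a per-plate cutoff, the plate's mean sample inhibition plus 3 SD, cut at about 24% in these data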;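 also: 0% = DMSO plus EC80 ATP and 100% = DMSO alone without ATP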
* marks the source's active call; other numbers are inactive results; x = no result given. Not a hit list; any-hit rate near 2.7%.

Under each structure – CHRM5 PAM, M4 ag, CHO-K1 Ca antag, CHO-K1 Ca PAM, CHRM5 antagonist, CHRM4 PAM, CHO-K1 Ca ag, M4 antag, M5 ag
1) Cc1ccc(CNC(=O)C2CC3Cn4c(nc5cc(Cl)c(Cl)cc54)C3N2C)o1 (stereo unspecified)
 : 6, 2, -16, 28, 7, 10, 0.5, -3, 1
2) CN(C)C(=O)COc1ccc2ccc(=O)oc2c1
 : 0, 1, -6, 10, -8, 13, 0.4, 8, 0
3) COC(=O)c1ccc(NC(=O)CCS(=O)(=O)c2ccc(Br)cc2)cc1
 : -2, 2, 4, -4, -4, 11, 0.8, -3, -1
4) CCOC(=O)c1cc2nc(Nc3ccc(OC)cc3)sc2s1
 : -6, 0, -2, -2, -3, -1, 0.0, 1, -3
5) c1ccc(CNn2nnc3ccccc32)cc1
 : 7, 1, -17, 20, -7, 5, 1.4, -6, -1
6) Cc1cccc2cc(C#N)c(N3CCOCC3)nc12
 : 1, 3, 17, -22, 2, -2, -0.1, -10, 0
7) CS(=O)(=O)NNC(=O)Cn1nnc(-c2cc(C(F)(F)F)cc(C(F)(F)F)c2)n1
 : -3, 0, -2, 9, 16, -2, 0.5, 10, -1
8) CCN(CC)C(=O)Cn1cc(C(=O)C(=O)N(C)C2CCN(C)CC2)c2ccccc21
 : 2, 0, -6, -1, 6, 17*, -0.2, -4, -4
9) Brc1ccc(-c2nnc3n2-c2ccccc2CC3)cc1
 : -5, 2, -8, 3, -3, 7, 0.6, 0, 1
10) N#CC(c1ccccn1)c1ncc(C(F)(F)F)cc1Cl (stereo unspecified)
 : 2, 0, 7, -7, 7, 0, -0.3, -5, -3
11) Cc1nc2ccccc2nc1N1CCC(C)CC1
 : -18, 0, 2, 3, 1, 5, -0.1, -6, -5
12) COc1ccccc1C(=O)NCC(=O)OCC(=O)Nc1nnc(-c2ccccc2)o1
 : 2, 0, -16, -4, 6, 0, -0.3, 2, -2
13) O=C(N/N=C\c1cccc(Cl)c1)c1n[nH]c2c1CCCC2
 : 4, 1, -4, 19, -6, 8, 0.3, -2, -3
14) O=C(O)c1cccc(Nc2ccc3nonc3c2[N+](=O)[O-])c1
 : -8, -1, 8, -18, 12, 0, -0.1, 6, 1
15) CCC(CC)NC(=O)/C=C/c1cccc([N+](=O)[O-])c1
 : 2, 1, -3, 31, -6, 0, 1.2, 6, 1
16) CC(=O)c1c(C)[nH]c(C(=O)OCc2nnc(-c3ccc([N+](=O)[O-])cc3)o2)c1C
 : 7, 4, 11, -22, 4, 4, 0.7, -13, 3
17) COc1ccccc1NC(=O)CN(Cc1ccco1)C(=O)c1ccc(-n2nc(C)cc2C)cc1
 : -13, 12, 14, -1, 13, -11, 3.5, 14, 3
18) C[C@]12C=CC(=O)C=C1CC[C@@H]1[C@@H]2[C@@H](O)C[C@@]2(C)[C@H]1CC[C@]2(O)C(=O)COC(=O)CCC(=O)O
 : 0, 0, 2, 9, -5, 0, -0.1, -5, 1
19) CC1CCCN(S(=O)(=O)c2cccc(C(=O)NCCCN3CCCC3=O)c2)C1 (stereo unspecified)
 : -3, 0, 0, 4, 6, 4, -0.3, -4, -1
20) CC(OC(=O)c1ccncc1)C(=O)Nc1ccc([N+](=O)[O-])cc1Cl (stereo unspecified)
 : 1, 1, -9, 16, 3, 2, 0.7, -7, 1

Retrieved by compound from the list above, 2 records:
Under each structure – CHRM5 PAM, M4 ag, CHO-K1 Ca antag, CHO-K1 Ca PAM, CHRM5 antagonist, CHRM4 PAM, CHO-K1 Ca ag, M4 antag, M5 ag
18) C[C@]12C=CC(=O)C=C1CC[C@@H]1[C@@H]2[C@@H](O)C[C@@]2(C)[C@H]1CC[C@]2(O)C(=O)COC(=O)CCC(=O)O
 : 0, 0, 2, 9, -5, 0, -0.1, -5, 1
19) CC1CCCN(S(=O)(=O)c2cccc(C(=O)NCCCN3CCCC3=O)c2)C1 (stereo unspecified)
 : -3, 0, 0, 4, 6, 4, -0.3, -4, -1

Going on with the list.
Under each structure – CHRM5 PAM, M4 ag, CHO-K1 Ca antag, CHO-K1 Ca PAM, CHRM5 antagonist, CHRM4 PAM, CHO-K1 Ca ag, M4 antag, M5 ag
21) Cc1nnc(SCCC(=O)Nc2ccc(F)cc2)s1
 : 0, 1, -2, 9, -2, 1, 0.3, 0, 2
22) Cc1c(C#N)sc2nc(-c3ccccc3)nc(N3CCCC3)c12
 : 5, 0, -5, 11, -5, 1, 0.7, 3, 0
23) O=c1[nH][nH]c2c1[C@H](c1ccc(Cl)cc1)O[C@H](CCc1ccccc1)C2
 : -3, 2, -10, 17, -8, 2, 1.2, 15, 2
24) CC1CCN(S(=O)(=O)c2ccc(Br)s2)CC1
 : -8, -3, -3, 8, 16, -12, -0.3, -2, -4
25) Cc1cc(C)cc(N=Cc2[nH]c3ccc(Br)c(Cl)c3c2O)c1
 : 2, 3, 0, -1, 0, 2, 0.2, 12, 1
26) Cc1cc(C)c(C)c(S(=O)(=O)NC(C(=O)O)C(C)C)c1C (stereo unspecified)
 : 9, 3, 1, -15, -1, 11, 0.3, -5, -1
27) COc1cccc2c1OC1(C)CC2NC(=O)N1c1cccc(C(=O)N2CCN(c3ccccc3)CC2)c1 (stereo unspecified)
 : 0, 1, 4, 3, 4, 4, 0.4, 1, -3
28) COc1ccc(Cc2c(O)nc(SCC(C)C)[nH]c2=O)cc1
 : -2, 1, 3, 11, 3, 3, 4.9, 5, 0
29) Cc1sc2ncnc(N3CCC(C(=O)Nc4ccc(Cl)cc4Cl)CC3)c2c1C
 : 5, 13, 2, 0, 0, 38*, 0.4, 0, 0
30) COc1ccc(/C=C2\SC(=S)N(CCCC(=O)Nc3ccccc3C(=O)O)C2=O)cc1OC
 : 5, 0, -2, 5, 0, 0, 1.1, 2, 4
31) CCOC(=O)N1CCC(Nc2c(N3CCN(c4cccc(C(F)(F)F)c4)CC3)c(=O)c2=O)CC1
 : 2, 0, 3, 5, 3, 7, 1.3, 1, 0
32) CCS(=O)(=O)N1Cc2ccccc2CC1C(=O)NCc1cccc(OC)c1 (stereo unspecified)
 : -4, 1, 0, 13, 6, 1, 6.4, 3, -5
33) CC(=O)Nc1c([N+](=O)[O-])cc2c3c(cccc13)CC2
 : -3, 1, -3, 9, 5, 4, 0.5, -4, -1
34) Cc1ccc(CN(C(=O)c2csnn2)C(C(=O)NC2CCCC2)c2ccc(C)o2)cc1 (stereo unspecified)
 : 1, 0, 2, 6, -3, -6, 0.5, 1, 1
35) COc1ccc(/C=C/C(=O)c2cc(F)ccc2OC(=O)c2ccc(OC)c(OC)c2)cc1OC
 : -4, 8, 2, 15, 15, -5, 3.7, 13, -1
36) CC(=O)Nc1ccc(N(C(=O)CNC(=O)c2cccs2)C(C(=O)NC(C)(C)C)c2ccccc2)cc1 (stereo unspecified)
 : 1, 1, -25, 25, 3, 12, 2.7, 11, -2
37) CNC(=O)COC(=O)c1cc2c(C)nn(-c3ccc(F)cc3)c2s1
 : -2, 2, -1, -12, 2, 0, 0.4, -7, -1
38) O=[N+]([O-])c1cccnc1Oc1ccc(C2SCCS2)cc1
 : 4, 1, -5, 8, -13, -18, 0.6, 0, 3
39) COc1ccccc1OCC(=O)NCC(c1cccs1)N1CCOCC1 (stereo unspecified)
 : 3, 1, -1, 1, -2, 2, 1.9, 3, 2
40) Cc1cc(-c2nnc(CCC(=O)NC(C)c3ccccc3Cl)o2)no1 (stereo unspecified)
 : 0, 1, -9, -12, 5, -12, 0.1, 5, 3
41) COc1ccc(OC)c(-c2cc(C(=O)N/N=C/c3ccc(F)cc3)c3ccccc3n2)c1
 : -14, -1, 0, -9, 19, -8, 0.0, 2, -3
42) CC(C)[C@H](NC(=O)OC(C)(C)C)c1cc(C(=O)NC2CC2)c(N)s1
 : -3, 1, x, x, 4, 4, x, -1, -1
43) CCOc1ccc(NC(=O)C2CCN(C(=O)C3CC(=O)N(c4ccc(C)cc4)C3)CC2)cc1 (stereo unspecified)
 : 2, 1, -22, -3, -2, 19*, 1.0, -8, -3
44) O=C(COC(=O)Cc1ccccc1F)Nc1cc(S(=O)(=O)N2CCOCC2)ccc1N1CCCC1
 : -3, 1, 16, -5, 2, 1, -0.7, -1, -4
45) NC(=O)C1CC(=O)N(c2ccc(OCC(=O)Nc3ccc(F)cc3)cc2)C1 (stereo unspecified)
 : -2, 1, -6, 5, 2, 2, 0.6, 6, 4
46) C=CCOC(=O)C1=C(C)N=C2SCCC(=O)N2C1/C=C/c1ccccc1 (stereo unspecified)
 : -3, 1, 1, 4, -3, -1, 0.1, 1, -1
47) CCn1cc(C(=O)NCCCN2CCC(C)CC2)c(=O)c2cc(S(=O)(=O)N3CCOCC3)ccc21
 : 2, 0, -5, 2, 5, -4, 1.0, 3, -5
48) CCCc1ccc(-c2ccc(-c3noc(-c4ccncc4)n3)cc2)nc1
 : 2, 1, 7, -16, -5, 2, -0.7, 9, 5
49) Cc1ccc2c(c1)Sc1ccccc1CC2=O
 : 0, -1, 5, 4, 6, 2, -0.4, -3, -3
50) Cc1ccc(S(=O)(=O)NCC(=O)NCC(=O)OCc2c(F)cccc2Cl)cc1
 : -1, 2, -6, 21, 0, 2, 0.5, -8, -4
51) O=C1CC(C(=O)O)S/C(=N\N=C\c2ccc(Br)cc2)N1 (stereo unspecified)
 : 13, 1, -12, 17, -7, -3, 0.4, 3, 7
52) O=C(O)c1cc2c(cc1NC(=O)C1CCCC1)OCCO2
 : 5, 0, -6, 5, 0, 2, 0.3, 3, 4
53) CCCC(c1nnnn1CC1CCCO1)N1CCN(c2cc(Cl)ccc2C)CC1 (stereo unspecified)
 : 0, 0, -10, 13, -2, -2, -0.2, -3, -5
54) CCOC(=O)c1c(NC(=O)c2nn(C)cc2[N+](=O)[O-])sc(C)c1C
 : 0, 1, -9, 16, 5, 0, 0.1, 0, 7
55) Cc1ccc(-n2nc3c(c2NC(=O)c2ccco2)CS(=O)(=O)C3)c(C)c1
 : -2, 0, -12, 7, 9, -4, 0.4, -8, -1
56) CCc1ccc(NC(=O)C(=O)NNC(=O)c2cccc(OC)c2)cc1
 : -4, 4, -5, -10, 10, 2, 1.0, -6, -2
57) CCOC(=O)N1CCc2c(sc3nc4n(c(=O)c23)N=C(c2ccc(OC)cc2)CS4)C1
 : -13, 9, -16, 6, 8, -7, 3.1, 10, 2
58) CSc1nsc(SCC(=O)Nc2ccccc2C(=O)O)n1
 : 1, -2, -10, -3, 12, 2, -1.0, 8, -1
59) Cc1noc(C)c1S(=O)(=O)Nc1ccc(O)c2c(=O)cc(-c3ccccc3Cl)oc12
 : 2, 2, -2, -2, -2, -5, -0.4, -4, -3
